HIF activator: HIF pathway transcriptional activation; U2OS HRE-luciferase reporter, luminescence; normalized: DMSO 0%, desferrioxamine 100%; activation, % at 7.5 µM (by protocol); 300,000 tested, 0.32% active;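 active = mean activation of at least 10% of the iron chelator positive control signal, with at least half of replicates also reaching 10%; inconclusive = mean and replicate majority disagree about reaching 10%; inactive = mean and most replicates under 10%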
IEC-6 cytotox: counter-screen for KLF5 inhibitors: cytotoxicity in IEC-6 cells; IEC-6 cytotoxicity, luminescence viability; inhibition, % at 5 µM; 290,000 tested, 0.78% active; AID 1825; in the data active = inhibition above about 22%;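 note: 0% = plate median of test compound wells and 100% = cytotoxic reference compound wells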
AI-2 QS mod: modulates the Vibrio harveyi AI-2 quorum sensing system; Vibrio harveyi JMH597 AI-2 luminescence/OD600 ratio, 9 h; active compounds read low; strain lacks LuxN and CqsS sensors; 0 = neutral-control median; activity change, % at 7.5 µM; 300,000 tested, 0.4% active; in the data active = activity change below about -75%, passing the limit was not always enough; inconclusive = no clear call, values can overlap the other calls;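 note: luminescence divided by OD600 gain over 9 h not by final OD600 alone; inactives centre near 13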
Platelet DG rel: modulates dense granule release in human platelets | human platelet-rich plasma, SFLLRN dense granule ATP release, luminescence | inhibition, %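 (compounds screened at 7.5 µM in platelet-rich plasma)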 | AID 1663 | 300,000 tested, 0.22% active;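 active = mean replicate score, as percent of positive control, at or above 50; inconclusive = mean below 50 but at least one replicate at or above 50; inactive = mean and every replicate below 50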
aSyn UTR inh: MLPCN primary screen, SNCA 5' untranslated region. 300,000 tested, 0.82% active. AID 1813. inhibition, % (tested at 7.5 µM). alpha-synuclein 5'UTR reporter, inhibitor activity; in the data active = inhibition above about 60%; inconclusive = no clear call, values can overlap the other calls;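 note: H4 neuroglioblastoma cells stably carrying SNCA 5'UTR luciferase fusion; 0% = DMSO wells and 100% = positive control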
HSF-1 act: increases HSF-1 driven luciferase reporter signal | NIH3T3-HGL HSF-1 luciferase reporter, MG132, 8 h; 100% = twice DMSO control signal | 300,000 tested, 1.7% active | activation, % at 9 µM;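 active = mean replicate activation of at least 50% with a set share of replicates each reaching 50%; inconclusive = only one of those two conditions met; inactive = mean below 50% and too few replicates reaching it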;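 note: 0% = median of the neutral control wells and 100% = twice that signal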
HSF1 inhib: HSF1 inhibition; 300,000 tested, 0.77% active; NIH3T3-HGL HSE-luciferase, MG132-induced, luminescence 8 h; active compounds read low; AID 2098; activity change, negative = inhibition, % at 7.5 µM (by protocol);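 active = more than half of replicate wells show activity change below -50%, luminescence cut by over half; inconclusive = some wells, but at most half, below -50%; inactive = no replicate well below -50%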;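 note: luciferase reports HSF-1 transcriptional activity via heat shock element; 0% = median of DMSO wells and -100% = zero luminescence signal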
KLF5 inh: suppresses KLF5 promoter-driven expression. inhibition, % at 5 µM. AID 1700. DLD-1 KLF5 promoter-luciferase reporter, luminescence. 290,000 tested, 0.23% active;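 active = inhibition above a per-plate limit of that plate's mean compound inhibition plus 3 SD, cut at about 60% in these data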;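 note: 0% = DMSO wells and 100% = LY294002 at 200 µM; higher means less KLF5 promoter-driven luciferase light; inactives centre near -14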
HSP90 inh: blocks HSP90-mediated luciferase refolding in reticulocyte lysate | Rabbit reticulocyte lysate, luciferase refolding luminescence, 3 h | inhibition, % at 5.6 µM | 290,000 tested, 0.91% active | AID 1789;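 active = inhibition above the screen-wide mean plus 3 SD, computed separately per campaign, cut at about 16% in these data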;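 note: 0% = DMSO wells and 100% = 60 µM geldanamycin wells; inhibitors lower the luminescence because luciferase stays unfolded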
HDAC3 inh: inhibitors of human histone deacetylase 3; recombinant HDAC3, fluorogenic peptide/trypsin coupled, fluorescence; inhibition, % at 8.3 µM; 320,000 tested, 0.15% active; in the data active = inhibition above about 26%, passing the limit was not always enough; inconclusive = no clear call, values can overlap the other calls
Target sequence (O15379 whole entry, looked up): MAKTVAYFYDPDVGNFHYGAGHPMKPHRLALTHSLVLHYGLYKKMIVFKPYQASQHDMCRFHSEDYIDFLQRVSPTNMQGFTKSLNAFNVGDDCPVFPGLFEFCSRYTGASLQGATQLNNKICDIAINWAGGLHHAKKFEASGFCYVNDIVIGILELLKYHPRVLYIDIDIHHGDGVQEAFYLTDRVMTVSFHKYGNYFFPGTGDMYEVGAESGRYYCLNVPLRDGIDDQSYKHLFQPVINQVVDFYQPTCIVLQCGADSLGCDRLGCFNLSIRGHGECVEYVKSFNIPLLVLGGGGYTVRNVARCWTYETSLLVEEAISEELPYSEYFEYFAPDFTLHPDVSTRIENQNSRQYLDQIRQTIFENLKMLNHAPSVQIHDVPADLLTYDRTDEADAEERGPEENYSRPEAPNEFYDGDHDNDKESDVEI
The depositor's hits bear a star; ? = inconclusive; . = not tested or not shown.

Values run as follows: HIF activator	IEC-6 cytotox	AI-2 QS mod	Platelet DG rel	aSyn UTR inh	HSF-1 act	HSF1 inhib	KLF5 inh	HSP90 inh	HDAC3 inh
Cc1[nH]n(-c2ccccc2)c(=O)c1N=Nc1c(O)cc(S(=O)(=O)N(C)C)c2ccccc12
→ 0.1	.	1.3	8.7	70.7*	-50.6	-38.2	.	.	-6.6
O=C(c1ccc2c(c1)OCO2)N1CCCN(C(=O)c2ccc3c(c2)OCO3)CC1
→ 0.0	4.3	28.8	-0.4	11.9	5.6	-8.6	34.5	0.5	4.3
CCOc1ccccc1-c1cc(C(=O)Nc2ccc(C(=O)O)cc2)c2ccccc2n1
→ 0.2	-2.0	7.0	9.7	10.1	-4.0	-7.9	11.6	2.6	-3.3
CCOc1ccc(C(=O)NCc2ccc3c(c2)OCO3)cc1
→ 0.1	5.1	32.3	9.9	-2.0	-8.6	-1.5	-4.6	0.2	0.4
CCS(=O)(=O)Nc1cc(C(=O)O)ccc1C
→ 0.0	3.0	14.9	-0.3	-3.0	-7.2	-3.3	-7.3	-0.2	-6.1
CCN1C(=O)[C@H]2[C@@H](c3ccc(C)cc3)N3C(=O)N(c4ccc(OC)cc4)C(=O)[C@@]3(CC)[C@H]2C1=O
→ 1.7	.	-1.8	4.9	-22.3	8.2	6.6	.	.	-1.3
CCN(CC)c1ccc(C2C3CCCCC3(O)CCN2CC(=O)Nc2ccccc2)cc1 (centres undefined)
→ -0.3	-3.5	19.9	11.3	24.2	27.8	16.2	-35.5	5.6	-3.8
CCC(c1nnnn1Cc1ccc(OC)cc1)N1CCN(C(=O)c2ccco2)CC1 (centres undefined)
→ -0.5	-5.1	11.4	8.9	3.3	-5.8	-3.9	-17.5	-4.0	-7.4
CCOC(=O)/C(=N/Nc1ccc(C)cc1)S(=O)(=O)c1ccc(Cl)cc1
→ 2.6	4.4	-1.3	-7.5	-141.9	.	.	0.6	-0.3	4.5
O=C(O)c1cn(CCOc2ccccc2Cl)c2ccccc12
→ 0.2	-6.6	51.9	4.3	-8.4	13.5	6.8	-55.7	-1.0	13.6
COc1ccc(CNc2nc3ccccc3n2C)c(OC)c1
→ 4.3	0.4	11.0	35.2	-87.8	32.5	23.5	-114.0	-0.5	3.3
O=C(CCn1cnc(-c2ccccc2)c1-c1ccccc1)N/N=C/c1ccc(O)cc1
→ 0.3	2.1	56.4	2.7	-13.6	5.8	1.5	-7.1	-2.4	10.9
O=C(COC(=O)c1ccccn1)Nc1ccc2c(c1)OCO2
→ -0.1	-4.2	6.4	-10.8	-11.7	-3.4	-2.9	-4.9	-0.9	-0.7
O=C(CSc1ncccn1)N1CCN(C(=O)CSc2ncccn2)CC1
→ -0.1	1.5	16.0	-2.2	7.4	8.4	-8.1	-5.5	-0.1	-2.6
CCc1cc(C(=O)N2CCN(c3ncc(C(F)(F)F)cc3Cl)CC2)sc1C
→ 1.8	5.3	7.1	1.8	0.3	-12.1	-3.2	-5.1	2.5	-0.4
COc1ccc(C(=O)C[N+]2(C)CCOCC2)cc1
→ 0.3	-3.6	18.9	-23.5	7.2	6.2	-0.1	-29.2	-1.7	1.6
NS(=O)(=O)c1ccc(CCNC(=O)c2ccc(C(=O)c3ccccc3)cc2)cc1
→ -0.6	0.5	26.3	-16.9	2.1	-5.5	-4.0	4.2	-4.5	-0.7
Cc1ccc2cccc(SCC(=O)N3CCOCC3)c2n1
→ -0.8	-2.3	13.1	-24.9	5.8	26.1	21.0	3.0	0.1	-11.9
CCCCN(CC)C(=O)Cc1ccc(Br)cc1
→ 0.0	-5.3	11.4	4.5	-8.5	11.5	5.1	-23.7	2.4	-3.2
O=C(CSc1ccccc1C(=O)NCc1ccccc1)NC12CC3CC(CC(C3)C1)C2
→ .	11.1	19.3	-4.9	21.4	.	.	13.4	0.0	7.1
Cn1c(N)c(C(=O)COC(=O)C2(c3ccccc3F)CCCC2)c(=O)n(C)c1=O
→ 0.1	-4.0	14.5	-64.6	9.9	-10.5	-11.6	-19.6	-2.9	2.1
COc1ccc(N/N=C(/C#N)S(=O)(=O)c2nsc(C)c2C#N)cc1
→ 0.3	3.4	28.7	-0.8	8.7	7.6	8.2	2.4	2.3	6.9
CCC(=O)Nc1sccc1C(=O)OC
→ 0.1	4.0	2.6	-3.0	-6.4	23.3	-6.1	9.1	5.6	-8.1
O=C1NC(c2ccc(Cl)cc2)Nc2ccccc21 (centres undefined)
→ 1.9	19.8	17.4	1.6	-62.0	70.1*	30.1	-12.7	1.0	-29.1
NC(N)=N/N=C/c1ccc(OCc2ccccc2)c(OCc2ccccc2)c1
→ -6.1	1.5	46.1	8.8	106.1*	-3.5	3.3	-0.1	7.6	15.4
CCOC(=O)N1CCN(C(=O)CSc2nc(C)nc3c2c(=O)n(C)c(=O)n3C)CC1
→ -0.3	2.1	0.3	0.1	2.9	-2.3	6.4	10.0	-0.7	-5.1
O=c1c2c3c(sc2nc2n1CCC2)CCC3
→ -0.3	0.2	-0.8	0.9	-8.9	17.5	8.9	7.3	-1.1	4.8
CCC(=O)Nc1nnc(CSCc2ccccc2)s1
→ 0.5	3.8	21.4	4.9	7.6	-1.2	4.6	-64.4	-0.9	-4.9
Cc1cccc(NS(=O)(=O)c2ccc3c(c2)Cc2cc(S(=O)(=O)Nc4cccc(C)c4C)ccc2-3)c1C
→ .	-0.3	.	.	.	.	.	-28.2	3.1	-3.6
CC(C(=O)NC1=NCCS1)N1C(=O)C2CC=CCC2C1=O (centres undefined)
→ 0.0	-1.2	0.0	.	5.1	-8.5	-6.0	-14.4	-2.0	-4.8

The list continues:
Values run as follows: HIF activator	IEC-6 cytotox	AI-2 QS mod	Platelet DG rel	aSyn UTR inh	HSF-1 act	HSF1 inhib	KLF5 inh	HSP90 inh	HDAC3 inh
CCCCn1c(=O)[nH]c2nc3cc(N)ccc3nc2c1=O
→ .	0.1	.	.	.	.	.	-24.2	1.6	5.2
C[n+]1cc(C(=O)N2CCCCC2)ccc1/C=C/c1c[nH]c2ccccc12
→ 0.2	-1.7	24.1	1.7	-22.4	-8.8	13.3	-11.6	1.4	14.7
CCc1ccc(NC(=O)[C@H](Cc2c[nH]c3ccccc23)NC(=O)[C@@H]2Cc3ccccc3CN2)cc1
→ -0.2	2.3	45.2	-0.4	-7.0	-5.8	-9.6	45.8	-3.7	3.9
Cc1cc(NC(=O)COC(=O)c2oc3c(Cl)cccc3c2C)no1
→ -0.4	6.5	17.3	-10.8	-8.2	10.5	-5.7	-8.3	-0.4	2.6
O=C(CC(=O)c1ccccc1O)c1ccc(F)cc1
→ 2.8	0.7	?	-3.8	-74.8	75.2*	37.5	-73.5	1.5	9.8
CC(=O)c1ccc(N2CCN(C(=O)COc3ccc(F)cc3)CC2)c(F)c1
→ 0.3	-1.9	26.6	-2.3	-5.1	21.7	16.0	-9.7	2.4	3.1
Cc1ccccc1NC(=S)NCCO
→ -0.1	-0.6	26.0	-3.8	-3.6	29.4	5.7	-5.5	-0.2	2.2
CCOC(=O)C1=C(N)Oc2cc(C)[nH]c(=O)c2C1c1ccncc1 (centres undefined)
→ -0.3	1.8	20.8	-16.2	1.8	-11.4	-5.9	-4.4	-1.4	-2.5
O=C(NN1C(=O)C2C3C=CC(C3)C2C1=O)C(O)c1ccccc1 (centres undefined)
→ -0.2	1.8	3.1	-0.8	-10.2	5.5	3.1	-3.1	-2.8	1.4
Cc1nc([N+](=O)[O-])cn1CC(=O)NCCCO
→ -1.1	-1.0	18.6	-3.2	4.8	-2.8	-3.4	-6.2	-0.8	0.4
CC(=O)NC(Cc1ccc(O)cc1)C(=O)NN (centres undefined)
→ -1.3	-2.1	-9.0	-4.2	-8.8	-2.4	-9.1	-8.1	-2.0	1.7
O=C(NCc1cccs1)C1CCN(S(=O)(=O)c2ccc(Cl)cc2)CC1
→ 1.7	4.8	14.4	0.4	13.0	27.9	4.2	-3.6	-0.9	-3.0
CN(C)c1ccc(/C=N/NC(=O)c2nnn(-c3nonc3N)c2CN2CCCCCC2)cc1
→ 0.4	.	33.1	0.0	-2.1	-28.1	-5.0	.	.	4.6
Cc1ccc(-n2c(SCC(=O)N3CCC(C(=O)O)CC3)nc3ccccc3c2=O)cc1C
→ 2.0	0.2	16.1	1.1	-20.2	-15.6	-1.8	-104.1	-2.5	-1.6
CCO[C@H]1OC(C(=O)O)=C[C@@H](c2ccccc2)[C@@H]1CCCO
→ -3.5	.	11.0	-12.6	-28.5	7.3	-2.2	.	.	-2.1
CCN(CC)C(=O)CSc1nnc(-c2cccnc2)n1Cc1ccccc1
→ 0.3	0.6	0.4	7.5	-1.9	-3.0	2.5	-37.9	-1.3	-6.5
COc1c(OC(C)=O)ccc(/C=N\NC(=O)c2ccc(Br)cc2)c1[N+](=O)[O-]
→ 0.3	5.4	81.6	-3.1	-16.9	21.7	-3.5	-5.4	-0.7	6.7
CCN1CCN(C(=O)c2c(-c3c(Cl)cccc3Cl)noc2C)CC1
→ -0.4	-2.9	18.4	-26.9	20.0	-17.4	-13.4	-24.3	6.4	1.1
COc1ccc(NC(=O)COC(=O)CCc2ccccc2)c(OC)c1
→ 0.0	-9.7	14.0	-2.6	0.2	-2.8	-2.9	-26.8	-2.2	2.9
CCOC(=O)N1CCN(C(=O)C2CCCN(S(=O)(=O)c3ccc(OCC)cc3)C2)CC1 (centres undefined)
→ -0.2	-2.8	21.9	-0.2	12.5	-5.8	0.5	-8.5	-3.0	-2.9
COc1ccccc1NC(=O)c1cc(S(=O)(=O)NC2CCCC2)ccc1F
→ 0.1	3.6	15.7	-17.0	-15.7	7.1	-5.9	-38.6	-1.4	3.6
Cc1cc(OCC(=O)NCCc2cccc(F)c2)c2c(C)cc(=O)oc2c1
→ -0.1	-5.2	26.9	-16.0	18.6	-7.8	0.5	-1.9	1.0	1.3
O=[N+]([O-])c1cc(-c2ccc(/C=N\n3cnnc3)o2)cc([N+](=O)[O-])c1
→ -0.7	-5.2	43.6	7.2	-7.6	18.7	0.5	-3.7	3.5	7.9
Cn1cc(CNC(=O)/C=C/c2ccc(Cl)cc2)cn1
→ -0.4	-2.7	-2.2	-11.6	-10.3	5.8	7.3	-27.5	-7.0	0.3
NC(=O)NC(=O)COC(=O)c1cccc(NS(=O)(=O)/C=C/c2ccccc2)c1
→ 0.1	1.2	14.9	0.9	-13.5	13.7	7.9	-23.9	1.6	3.6
Cc1ccc(-n2nc3c(c2NC(=O)C(C)(C)C)CSC3)c(C)c1
→ .	-1.6	4.5	-12.9	-18.8	15.4	3.9	-21.4	-0.2	1.3

From PubChem
